Rad51 HR inh – blocks human Rad51 in homologous recombination | Q06609 | hRad51 DNA strand exchange, fluorescence dequenching | inhibition, % at 10 µM | hit rate 0.085% among 200,000 | AID 1385;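 active = inhibition above 40% at the single screening dose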;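 also: 0% = DMSO control wells and 100% = blanks with heterologous ssDNA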
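Test system: preformed human Rad51 ssDNA filaments; also added: Donor/quencher-labelled 47-bp dsDNA substrate; doses: 10 µM final, single point; times: 37 °C 15-min filament assembly, 30-min compound preincubation, 15-min exchange; detection: FRET fluorescence dequenching, excitation 485 nm, emission 520 nm; read-out basis: Fluorescence-based percent inhibition, control- and blank-normalised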
FXIIa inh 1536 – factor XIIa (human) inhibition; P00748; purified FXIIa, Boc-QGR-AMC fluorogenic substrate, 2 h; inhibition, % at 5 µM; hit rate 0.3% among 220,000; in the data active = inhibition above about 40%;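 also: 0% = enzyme with no compound and 100% = blank without enzyme; many of its hits are not listed in these tables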
KCC2 mod – modulators of human KCC2 chloride dependent transport | Q9H2X9 | KCC2 cells, thallium flux FluoZin-2 fluorescence | B-score of Tl+ flux slope (higher = more flux/activation; lower = inhibition) at 10 µM | hit rate 2.2% among 190,000;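 active = thallium flux slope and its plate-corrected score both differing from the plate sample mean at a set confidence after two filtering rounds, in either direction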;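 also: slope of fluorescence scaled to starting intensity during 10 to 20 s after thallium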
Target sequence (Q9H2X9 whole entry, looked up): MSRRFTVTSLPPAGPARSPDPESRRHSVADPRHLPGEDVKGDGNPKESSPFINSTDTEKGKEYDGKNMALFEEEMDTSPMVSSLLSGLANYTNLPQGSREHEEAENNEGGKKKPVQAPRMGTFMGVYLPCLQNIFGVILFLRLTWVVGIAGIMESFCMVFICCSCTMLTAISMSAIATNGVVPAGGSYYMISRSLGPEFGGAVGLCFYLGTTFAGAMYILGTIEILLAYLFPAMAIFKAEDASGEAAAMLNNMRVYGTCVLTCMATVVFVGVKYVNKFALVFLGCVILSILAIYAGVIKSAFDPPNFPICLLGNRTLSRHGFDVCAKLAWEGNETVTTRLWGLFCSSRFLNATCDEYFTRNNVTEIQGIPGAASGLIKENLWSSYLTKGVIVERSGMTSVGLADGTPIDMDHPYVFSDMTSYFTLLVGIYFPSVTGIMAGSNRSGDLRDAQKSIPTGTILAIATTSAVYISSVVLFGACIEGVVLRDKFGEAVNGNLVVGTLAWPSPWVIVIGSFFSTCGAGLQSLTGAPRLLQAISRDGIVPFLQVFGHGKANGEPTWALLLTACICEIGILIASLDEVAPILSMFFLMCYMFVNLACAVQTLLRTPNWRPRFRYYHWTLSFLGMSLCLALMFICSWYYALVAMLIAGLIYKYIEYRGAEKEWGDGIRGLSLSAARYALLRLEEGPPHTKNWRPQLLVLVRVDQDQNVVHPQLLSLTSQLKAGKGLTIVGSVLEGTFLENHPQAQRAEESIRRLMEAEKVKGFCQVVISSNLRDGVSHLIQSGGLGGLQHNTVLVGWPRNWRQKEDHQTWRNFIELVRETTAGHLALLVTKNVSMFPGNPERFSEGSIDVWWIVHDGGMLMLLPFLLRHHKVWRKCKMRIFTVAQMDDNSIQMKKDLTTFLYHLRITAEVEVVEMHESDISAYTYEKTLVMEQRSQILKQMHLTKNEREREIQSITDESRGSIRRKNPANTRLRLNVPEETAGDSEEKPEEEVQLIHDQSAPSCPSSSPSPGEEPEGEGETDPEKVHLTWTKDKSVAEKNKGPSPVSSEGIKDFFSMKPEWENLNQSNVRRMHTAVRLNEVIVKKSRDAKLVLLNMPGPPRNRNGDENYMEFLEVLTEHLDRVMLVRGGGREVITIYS
L929 necroptosis – L929 zVAD cell death inhibition | hit rate 0.38% among 220,000 | viability rescue, % at 10 µM | AID 1377 | L929 zVAD necroptosis rescue, ATP luminescence, 24 h; with zVAD 60 µM;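 active = activation, scaled between plate controls, above about 75%, limit read from the data; inactive = activation under that limit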;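 also: 0% = zVAD with DMSO and 100% = DMSO alone without zVAD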
Hck-Nef inh – human Hck-Nef kinase inhibition; P08631; Recombinant Hck-YEEI plus Nef, Z-Lyte FRET kinase assay; inhibition, % at 20 µM; hit rate 0.68% among 220,000; AID 463187;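 active = Hck-Nef kinase inhibition above about 50%, limit read from the data; inactive = inhibition below that limit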;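 also: 0% = DMSO with Hck plus Nef and 100% = Hck alone without Nef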
KLK5 inh – kallikrein 5 (human) inhibition. Q9Y337. recombinant hK5, fluorogenic AMC substrate cleavage. inhibition, % at 5 µM. hit rate 0.59% among 210,000. AID 873;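 active = inhibition of 40% or more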;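 also: 0% = enzyme controls without compound and 100% = no-enzyme blanks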
FXIa inh 1536 – inhibitors of human coagulation factor XIa; hit rate 0.14% among 220,000; AID 798; inhibition, % at 5 µM; P03951; purified FXIa, Boc-Glu-Ala-Arg-AMC fluorogenic substrate;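 active = inhibition of at least 40%; inactive = inhibition below 40%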;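 also: fluorescence of freed AMC excited at 355 nm; 0% = enzyme without compound and 100% = no enzyme blank; many of its hits are not listed in these tables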
Thrombin inh – thrombin (human) inhibition. P00734. alpha-thrombin, Boc-VPR-AMC fluorogenic substrate cleavage. inhibition, % at 5 µM. hit rate 0.26% among 220,000. AID 1046;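 active = inhibition at or above 40%; inactive = inhibition below 40%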;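 also: 0% = enzyme with no compound and 100% = wells without enzyme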
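Test system: human alpha-thrombin; medium: pH 7.5 Tris-saline with Tween 20; times: reaction at room temperature; signal: AMC fluorescence at 355 nm excitation and 460 nm emission; also added: Boc-VPR-AMC substrate, 15 µM final; dosing: one concentration per compound, 5 µM, with 0.2% DMSO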
TNF death inh – inhibitors of TNF-alpha induced necroptosis in Jurkat FADD-/- cells | Jurkat FADD-/- TNF necroptosis rescue, ATP luminescence, 24 h; 0 = TNF only, 100 = no-TNF cells | activation (protection from cell death), % at 10 µM | hit rate 0.068% among 220,000 | AID 463075;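 active = activation, meaning protection from cell death, of at least 50% relative to plate controls; inactive = activation below 50%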;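 also: necroptosis triggered by 40 ng/mL TNF-alpha added together with compound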
* hit, by the source's call; . = not tested or not shown. Only part of the results is shown (hit frequency here may not be typical).

Results follow in this order: Rad51 HR inh, FXIIa inh 1536, KCC2 mod, L929 necroptosis, Hck-Nef inh, KLK5 inh, FXIa inh 1536, Thrombin inh, TNF death inh
#1 CC(=O)Nc1ccc(/C=N/NC(=O)CCN2CCN(c3ccccc3)CC2)cc1
  -4, 3, 1.1, 2.5, 4, -1, -8, -5, 0.9
#2 c1ccc(-c2nnc3sc(CN4CCc5ccccc54)cn23)cc1
  8, 12, 0.68, 0.1, 3, -6, 5, 6, -2.8
#3 CCCN1C(=O)c2cc(C(=O)Nc3ccc(OC)c(OC)c3)ccc2C1Nc1ccc(OC)c(OC)c1 (stereo not drawn)
  27, 7, -0.41, 0.1, -4, -4, -3, 5, 1.0
#4 Cc1cc(C)cc(NC(=O)Cn2c(=O)oc3cc(S(=O)(=O)N4CCC(C)CC4)ccc32)c1
  0, 5, ., 1.1, 18, 0, -4, -8, 0.4
#5 CCOc1ccc(OCC)c(NC(=O)CCCN2C(=O)c3cccnc3C2=O)c1
  13, 31, -0.25, -0.1, 0, -3, 15, -2, -1.5
#6 COc1ccc(S(=O)(=O)Nc2ccc(N3CCOCC3)nc2)cc1
  -2, 7, 0.68, 1.9, -5, -4, -5, -9, 1.7
#7 COc1cccc(NC2=C(Cl)C(=O)OC2OC(=O)c2ccco2)c1 (stereo not drawn)
  -3, 2, 0.053, 0.8, 17, 4, -5, -3, -0.6
#8 CC(=C/c1ccccc1)/C=N/NC(=O)c1ccc2nc[nH]c2c1
  -1, 14, -0.28, 0.8, 3, 0, 6, 2, -0.7
#9 O=C(O)CCc1nc(-c2ccc(Cl)cc2)no1
  -2, 16, ., 1.4, 0, 0, 1, 5, 0.3
#10 CCn1c(NC(=S)Nc2ccccc2)nc2ccccc21
  4, 13, 13*, 0.0, 1, -227, 2, 6, -8.4
#11 CN(C)/C=C1\C(=O)NN=C1c1ccccc1
  -2, 8, 0.94, -0.8, 19, 9, 11, 6, -0.2
#12 CC(C)N(CCNC(=O)C1CCC(=O)N1Cc1ccc(F)cc1)Cc1ccccc1 (stereo not drawn)
  -4, 1, 0.86, -0.3, -1, -13, -6, 3, -2.4
#13 N#C/C(=C/c1ccc(Br)o1)C(N)=O
  -7, 14, -0.018, -0.2, 8, -1, 8, 2, 7.0
#14 CC/C(=N/Nc1ccccc1Cl)c1cnnc(-c2ccccc2)n1
  5, 8, -0.052, ., 13, -11, -1, -3, 2.2
#15 COc1cc2c(cc1OC)C1(NCC2)C(=O)Nc2ccccc21 (stereo not drawn)
  0, 7, -0.32, 0.1, 1, 2, 5, -1, -2.2
#16 CCN(C(=O)c1cc2c(=O)[nH]c3ccc(C)cc3c2s1)c1ccc(F)cc1
  8, 6, -0.048, 18, 19, -4, -4, -7, 1.7
#17 Cc1nc(-c2ccc(NS(C)(=O)=O)cc2)cs1
  0, 27, -0.052, 0.5, 0, -9, 19, 1, -0.4
#18 CCOC(=O)c1sc(N(Cc2ccccc2)C(=O)CSc2ncn[nH]2)nc1C
  -5, 7, -0.79, 1.4, 5, -5, -3, -5, -2.3
#19 Cc1cccc(-n2cnc(C(=O)NNC(=S)Nc3ccc(Cl)cc3)c2)n1
  10, 4, -0.23, 4.2, 0, -29, -5, 22, -1.8
#20 Cc1cc(C)c(N=C2SCC(=O)N2Cc2ccco2)c(C)c1
  1, 4, -0.12, 0.5, 17, -2, -2, -6, 0.6

(further entries)
Results follow in this order: Rad51 HR inh, FXIIa inh 1536, KCC2 mod, L929 necroptosis, Hck-Nef inh, KLK5 inh, FXIa inh 1536, Thrombin inh, TNF death inh
#21 N=c1c(S(=O)(=O)c2ccccc2)cc2c(=O)n3ccccc3nc2n1CC1CCCO1 (stereo not drawn)
  1, 3, -0.22, 0.0, 15, 6, -1, 0, -2.2
#22 CCCNC(=O)NC(=O)CSc1nc2ccccc2n1CC(C)C
  -1, 11, -0.66, 0.6, 6, -21, 2, 4, -0.4
#23 CCN=c1scc(-c2ccccc2)n1/N=C/c1ccccn1
  -12, 2, -3.8*, 1.8, 1, 1, -4, -5, -5.3
#24 CCOc1ccccc1NC(=O)C(Sc1ccccc1)c1ccccc1 (stereo not drawn)
  -7, 18, ., -0.2, 0, 2, 8, 3, -7.5
#25 O=C(C1CCCC1)N1CCN=C1SCc1cccc([N+](=O)[O-])c1
  5, -6, -0.38, 2.6, 8, -20, 0, 0, 8.3
#26 O=C(NC1CCCC1)C(c1cccs1)N(CC1CCCO1)C(=O)Cc1cccs1 (stereo not drawn)
  11, 18, 2.5, -0.8, 2, -2, 5, 3, -2.9
#27 Cc1noc(C)c1COc1ccc(C(=O)Nc2cccnc2)cc1
  2, 4, -0.44, 0.7, 34, -1, -3, -10, -1.2
#28 CCn1c(=O)c([N+](=O)[O-])c(NC2CCS(=O)(=O)C2)c2ccccc21 (stereo not drawn)
  5, 5, 0.33, 1.8, 18, 4, 3, -5, 3.5
#29 O=C(NCCCN1CCOCC1)C(=O)N/N=C/c1ccc2c(c1)OCO2
  -7, 14, 1.5, 8.2, 25, 5, 1, -1, -0.6
#30 CCOC(=O)c1cc(NC(=O)c2ccc(OC)cc2)c(=O)oc1-c1ccccc1
  4, 12, 0.065, -0.3, 1, -6, 7, -2, -2.6
#31 Cc1c(CNCCc2ccc(Cl)cc2)c(C(=O)O)c(C)n1Cc1ccccc1
  -4, 5, -0.099, 1.9, -2, -1, 3, -1, -0.6
#32 O=C(Nc1ccccc1Cc1ccccc1)C1CC(=O)N(c2ccc3c(c2)OCCO3)C1 (stereo not drawn)
  4, 10, 0.37, 0.8, 3, 1, -1, -3, -0.2
#33 COc1cc(C(=O)NC2=NCCS2)cc(OC)c1OC
  9, -4, 0.49, 0.1, 3, -19, -2, -8, -2.0
#34 CC(=O)C1=C(N2CCCCC2)CCC1=O
  3, 10, -0.017, -0.4, 1, -2, 5, -3, -1.9
#35 CCOc1cc(CNc2ccccc2)cc(Br)c1OCC(=O)NC(C)(C)C
  -2, 12, ., 0.2, 2, 11, 14, -2, -2.2
#36 CC(C)CN1C(=O)c2ccc(NC(=O)Cc3ccccc3)cc2C1=O
  -2, -5, 0.47, 12, -2, -25, -6, -2, 0.9
#37 Cc1ccccc1C(=O)NNC(=O)C(C)N1C(=O)c2ccccc2C1=O (stereo not drawn)
  0, 15, ., -0.1, -1, -3, 1, 2, -2.6
#38 O=C(Nc1ccc(F)cc1)C(NC1CCCCC1)c1ccccc1 (stereo not drawn)
  1, 2, 0.12, 0.2, 10, -22, -9, 0, 3.5
#39 CCOc1ccc(C(=O)NNC2CC(=O)N(CCc3ccccc3)C2=O)cc1OC (stereo not drawn)
  -1, -10, 1.2, 0.5, -2, -4, -11, -8, 1.5
#40 Cc1nnc(Sc2c(N)n(C)c(=O)n(C)c2=O)s1
  -7, 13, ., -0.6, 0, -10, 2, 2, 0.5

Marked active in KCC2 mod, among the entries above:
| no. | SMILES | FXIIa inh 1536 | KCC2 mod | Hck-Nef inh | KLK5 inh | FXIa inh 1536 | Thrombin inh |
| --- | --- | --- | --- | --- | --- | --- | --- |
| 10 | CCn1c(NC(=S)Nc2ccccc2)nc2ccccc21 | 13 | 13* | 1 | -227 | 2 | 6 |
| 23 | CCN=c1scc(-c2ccccc2)n1/N=C/c1ccccn1 | 2 | -3.8* | 1 | 1 | -4 | -5 |

Further records follow:
Results follow in this order: Rad51 HR inh, FXIIa inh 1536, KCC2 mod, L929 necroptosis, Hck-Nef inh, KLK5 inh, FXIa inh 1536, Thrombin inh, TNF death inh
#41 CCN(CC)C(=O)Cn1cc(C(=O)C2CC2)c2ccccc21
  -5, 9, 0.8, 7.8, 18, -2, -4, -8, -0.2
#42 O=C(CCc1nc2ccccc2[nH]1)Nc1ccccc1
  -3, 13, -0.28, 1.1, -2, 7, 4, 3, 3.5
#43 Cc1ccc(C(=O)Nc2cccc(C(=O)O)c2)cc1S(=O)(=O)N1CCCCC1
  -5, 10, 0.054, 2.3, 3, -18, 0, 2, 1.6
#44 O=C(NCc1ccco1)c1cccc(C(F)(F)F)c1
  2, 10, 0.28, 0.6, 12, 13, 24, ., 3.2
#45 COc1ccc(S(=O)(=O)N2CCSC2c2ccc(OC)c(OC)c2)cc1 (stereo not drawn)
  2, 5, -0.43, 0.8, -1, -3, -3, -7, -0.3
#46 COCCCn1c(SCc2cc(=O)[nH]c3ccccc23)nnc1-c1ccco1
  4, 16, 0.3, 0.3, 1, -25, 1, 1, -4.3
#47 CC1CCCCN1C(=O)CSc1ccc(-c2ccc(F)cc2)nn1 (stereo not drawn)
  -5, -4, ., -1.0, 0, 2, -2, -7, 0.3
#48 COc1cc(C(=O)N2CCC(n3c(C)nc4cc(F)ccc43)CC2)cc(OC)c1OC
  1, 0, -1.2, -0.2, 12, -11, -3, -5, -0.1
#49 CCOc1ccc(S(=O)(=O)Nc2nc3ccccc3nc2-n2ccc(=NC(=O)c3cccs3)cc2)cc1
  -23, 13, 1.9, 0.5, -5, -5, 5, 3, 0.5
#50 COc1ccc(Cn2c(O)c(/C=C3/C=CC=N3)c(=O)[nH]c2=O)cc1
  -7, 12, -0.72, 0.6, 28, 6, 2, 2, -6.5
#51 Cc1cccc(-n2c(=O)cc(N3CCN(c4ccc(F)cc4)CC3)[nH]c2=O)c1
  6, -6, 1.2, 4.2, 26, 5, -8, 2, -3.0
#52 O=C(NCc1cccnc1)Nc1cccc(NC(=O)NCc2cccnc2)c1F
  23, 2, 0.65, 0.8, 5, -2, 0, -1, 1.3
#53 COc1ccc(-c2nn(-c3ccccc3)cc2/C=N/Nc2ccccn2)cc1
  7, 7, 0.088, 1.5, 22, 9, -5, 9, 1.3
#54 O=C(CCC1CCCN(C(=O)C2=CCCCC2)C1)N1CCN(c2ccccn2)CC1 (stereo not drawn)
  10, 10, -0.89, -0.3, 9, ., 2, -3, -0.8
#55 COC(=O)C(C(=O)OC)c1ccccc1[N+](=O)[O-]
  -9, 14, 0.0079, 0.5, -2, -2, -8, 6, 1.0
#56 Cc1ccc(NC(=S)N/N=C2/CCCc3c(C)cc(C)cc32)cc1
  7, -8, 0.076, 0.3, 9, -47, -9, -3, 0.7
#57 O=C(Nc1ccc(F)cc1)c1ccc(S(=O)(=O)NCC2CCCO2)cc1 (stereo not drawn)
  -2, 5, ., 2.9, 5, -15, -4, 0, -1.9
#58 Cc1ccc(-c2cc3ncc(C#N)c(N)n3n2)cc1
  4, ., 0.044, 3.7, -25, -1, -1, -3, -6.2
